# Bioassay records as filed in PubChem BioAssay.
# Menin-MLL TR inh – displaces Texas Red mutant MLL peptide from human menin; O00255; Menin + Texas Red MLL mutant peptide, fluorescence polarization; Potency, µM (series often up to 61.6 µM), for inactives: top-dose FP activity change, negative = inhibition, hits mostly inhibitors; 270,000 tested, 0.23% active; AID 1768; active = well fitted inhibition curve with a large enough effect in the polarisation, with a control signal flat, not every such curve was filed as active; inconclusive = small, poorly fitted or top-dose-only effect, or effect the other way, or a change in a side signal; inactive = no such curve, though single readings can be large or run the other way; the % refers to the polarisation; also: potency is read from the fitted curve at half-maximal effect; % of control where 0% means no effect; many of its hits are not listed in these tables
# hERG WT inh – inhibitors of human wildtype KCNH2 potassium channel. Q12809. U2OS, BacMam KCNH2, thallium flux FluxOr; stronger effect = lower value. activity change, % at 1.84 µM. 340,000 tested, 0.37% active. AID 720551;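 active = maximum activity change below -70%; inconclusive = maximum activity change between -70% and -50%; inactive = maximum activity change above -50%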; also: % is scaled to controls: 0 for no effect and ±100 for the full control effect
#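 U2OS cells transduced with wild-type KCNH2 virus are loaded with FluxOr dye for 45 min, and thallium flux is measured in kinetic reads before and after stimulation buffer. Rate constants are normalized to DMSO controls.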
# B2AR arrestin – agonists driving beta-arrestin recruitment to human beta2-adrenergic receptor. P07550. beta-arrestin recruitment to beta2AR, cell-based reporter. Potency, µM (top dose mostly 46.1 µM), without a hit: at the highest dose activation, actives largely listed as activators. 330,000 tested, 0.02% active. AID 492947;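 also: potency is read from the fitted curve at half-maximal effect; 0% = DMSO controls and full agonism = EC100 isoproterenol or metaproterenol; nearly all actives have a fitted effect of over 65% in size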
# TRPV1 agonist – activates the human vanilloid receptor TRPV1; activation, % at 8.33 µM; 320,000 tested, 0.19% active; TRPV1-expressing cells, Fluo-8 calcium influx, agonist mode; Q8NER1; in the data active = activation above about 80%; inconclusive = between about 30% and that limit; also: 0% is about no effect
#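 Cells expressing TRPV1 were dye-loaded with Fluo-8 and read kinetically: 10 s baseline, 3 min after compound (agonist portion), then 2 min after EC20 capsaicin (allosteric enhancer portion). Calcium-bound dye fluorescence at 480/520 nm.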
# USP2a inh – blocks human ubiquitin-specific protease USP2a; O75604; AID 463254; USP2 core, Ub-CHOP2 coupled fluorogenic reporter, 485/531; 330,000 tested, 0.01% active; Potency, µM (top dose mostly 38.3 µM), for the others: top-dose activity change, negative = inhibition, actives largely listed as inhibitors;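 also: potency is read from the fitted curve at half-maximal effect; plate controls were DMSO wells for no effect and full inhibition by NEM control for full effect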
#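 USP2 core (10nM final) preincubated 30min RT with compound in 20mM Tris-HCl pH 8.0, 2mM CaCl2, 2mM beta-mercaptoethanol, 0.05% CHAPS; 25nM Ub-CHOP2 plus 25nM reporter substrate added, fluorescence (Ex485/Em531) read after 60min.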
# FBPA coupling cs – counter-screen for Giardia aldolase inhibitors: coupling enzyme system. activity change, negative = inhibition, % at 58.2 µM, hits read low. coupling enzyme system counterscreen, AmpLite Red fluorescence. 290,000 tested, 0.67% active; in the data active = activity change below about -30%; also: % is scaled to controls: 0 for no effect and ±100 for the full control effect
#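 First, compound is pin-transferred into glyceraldehyde-3-phosphate coupling-enzyme reagent at 57.5 uM final and held 10 min at RT. Next, substrate, coupling system and AmpLite Red are added. After 20 min RT, fluorescence (525/598 nm) is read.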
# CXXC DNA block – blocks binding of human MLL CXXC domain to DNA | Potency, µM (highest dose often 115 µM), for the others: at the top dose activity change, negative = inhibition, most hits filed as inhibitors | 290,000 tested, 0.037% active | MLL-CXXC / FITC-HOXA9 DNA fluorescence polarization | Q03164; active = well fitted inhibition curve with a large enough effect in the polarisation, with a control signal flat, not every such curve was filed as active; inconclusive = small, poorly fitted or top-dose-only effect, or effect the other way, or a change in a side signal; inactive = no such curve, though single readings can be large or run the other way; the % refers to the polarisation; also: potency is read from the fitted curve at half-maximal effect
#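 Purified MLL-CXXC (added from a 7 uM solution) was preincubated 5 min at ambient with pinned compounds in 50 mM Tris-HCl pH 7.5, 50 mM NaCl, 1 mM DTT, 0.05% BSA. Fluorescein-labeled HOX-A9 DNA (50 nM solution) followed, 30 min, then polarization read.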
# KCNH2 3.1 block – inhibitors of human KCNH2 3.1 potassium channel isoform. AID 720553. activity change, % (tested at about 1.8 µM). 340,000 tested, 0.95% active. U2OS KCNH2 3.1, thallium flux FluxOr; stronger effect = lower value;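 active = maximum activity change below -70%; inconclusive = maximum activity change from -70% to -50%; inactive = maximum activity change above -50%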;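 also: thallium influx rate constant from kinetic fluorescence after stimulation buffer; % is scaled to controls: 0 for no effect and ±100 for the full control effect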
#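 Kinetic fluorescence (2 min after stimulation buffer) measures Tl+ influx through KCNH2 3.1 expressed by viral transduction in U2OS cells; the rate constant is normalized against DMSO controls serving as positive and negative references.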
# GALK inhibitor – blocks human galactokinase activity; Purified GALK, Kinase-Glo residual ATP luminescence; Potency, µM (titrated, usually from 57.5 µM), for inactives: top-dose activity change, negative = inhibition, actives largely listed as inhibitors; 270,000 tested, 0.007% active; AID 1868; also: potency is read from the fitted curve at half-maximal effect; % is scaled to controls: 0 for no effect and ±100 for the full control effect
#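 ATP-depletion format; final 35 uM ATP, 100 uM D-galactose, 5 nM enzyme; pH 8.0 HEPES/Mg2+ buffer; 60 min RT; luminescence read 10 min after detection reagent.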
# Giardia killer – kills Giardia lamblia. Giardia lamblia trophozoite viability. activity change, % at 7.66 µM, hits read low. 340,000 tested, 0.15% active. AID 540267; in the data active = activity change below about -80%; inconclusive = between about -30% and that limit;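 also: parasites exposed to compound for two days anaerobically before the ATP read; % is scaled to controls: 0 for no effect and ±100 for the full control effect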
#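 Each well holds 100 Giardia trophozoites and compound. After two days (48 hrs) at 37 deg C in anaerobic conditions, ATP is quantified by luminescence.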
# PKM2 activator – PKM2 (human) enzyme activation. purified PKM2, Kinase-Glo ATP luminescence, activation; response scale: 0% is enzyme alone, no compound. Potency, µM (top dose mostly 57.5 µM), for the others: at the highest dose activation, hits mostly activators. 260,000 tested, 0.34% active. AID 1631; also: potency is read from the fitted curve at half-maximal effect; % is scaled to controls: 0 for no effect and ±100 for the full control effect; nearly all actives have a fitted effect of over 55% in size
#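 Purified hPK-M2 (>95% pure) converted ADP (0.1 mM final) to ATP with 0.5 mM PEP in 50 mM imidazole pH7.2, KCl, MgCl2, Tween 20, BSA; 1 h at room temperature. ATP detected by Kinase-Glo luminescence.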
# * hit, by the source's call; ? = inconclusive; . = not tested or not shown; [ ] = dose if it differs, or a comment. Unless noted, calls follow the shape of the dose curve; as a rule, active = well fitted curve in the direction sought with a large enough effect; inconclusive = small, poorly fitted or top-dose-only effect, or another doubt; inactive = no such curve, though single readings can be large; an effect the other way counts as inactive or inconclusive.
# Second line of a record: USP2a inh	B2AR arrestin	Giardia killer	FBPA coupling cs	GALK inhibitor	CXXC DNA block	Menin-MLL TR inh	PKM2 activator	TRPV1 agonist	hERG WT inh	KCNH2 3.1 block
> CN1CCC(N(CCc2ccccc2)C(=O)CCC(=O)O)CC1
 : 0.2%	0.5%	-8.5	-0.1	0.5%	-9.3%	-3.1%	?	-2.0	7.8	-1.8
> COc1ccc(C(=O)Nc2ccc(-c3nnn(CC(=O)NCc4ccco4)n3)cc2)cc1
 : -9.1%	0.2%	17.4	0.9	0.7%	8.4%	.	-1.1%	-4.0	2.8	3.4
> O=C(Nc1ccccc1)c1cccnc1NCCc1ccccc1
 : 1.4%	-1.1%	-20.1	-5.4	-1.2%	6.9%	?	-12.7%	?	-2.7	-15.2
> CC(C)OCCCNC(=O)CCN1C(=O)COc2ccccc21
 : 1.1%	0.0%	12.8	-0.6	-0.3%	4.6%	5.7%	-6.2%	0.8	11.4	-7.7
> Cc1ccc(NC(=O)CSc2nnc(-c3cccnc3)n2CCN2CCCCC2)cc1
 : 1.3%	-0.7%	2.3	0.0	3.2%	-0.3%	9.7%	-4.8%	0.5	10.5	-7.3
> S=C(Nc1ccccc1)Nc1ccc(Br)cc1
 : -0.6%	0.0%	4.6	-2.0	-0.2%	-3.4%	.	-11.0%	5.3	-4.8	0.9
> O=C(Nc1nccs1)c1ccc(Br)c(S(=O)(=O)N2CCCC2)c1
 : -1.5%	0.6%	-14.0	3.9	-1.9%	-12.3%	?	-0.9%	16.3	-13.6	-2.2
> CCOC(=O)NNC1CC(=O)N(c2ccc(OC)cc2)C1=O (stereo not given)
 : 2.2%	0.6%	-2.8	2.1	-2.4%	-0.6%	-24.0%	-8.5%	0.2	8.5	-3.0
> O=C(COC(=O)Cc1ccccc1[N+](=O)[O-])NCc1ccc(Cl)cc1
 : 2.0%	-0.4%	13.4	2.2	-0.4%	-1.9%	9.3%	-6.0%	?	6.0	9.7
> COc1ccc(NC(=O)C2C(c3ccccc3)C2(Cl)Cl)c(OC)c1 (stereo not given)
 : -9.0%	0.9%	-15.9	-1.3	-5.4%	12.5%	19.2%	6.1%[11.5 µM]	0.4	-0.8	-7.2
> CN(Cc1ccccc1)C(=O)Cc1ccccc1
 : -0.7%	0.3%	16.9	-0.7	-2.9%	7.8%	-13.6%	-0.7%	3.8	9.3	14.5
> O=C(N/N=C/c1cccnc1)c1ccccc1
 : 1.9%	-0.2%	4.5	-1.2	.	10.6%	?	.	28.6	-13.4	10.5
> CC(C)(Sc1ccc(CCN(CCCCC2CCCCC2)C(=O)NC2CCCCC2)cc1)C(=O)O
 : 1.1%	-0.1%	-24.8	13.6	.	5.9%	-11.1%	.	?	9.1	10.6
> COc1ccc(CNC(=O)C(=O)NCC2OCCN2S(=O)(=O)c2ccc3c(c2)OCCO3)cc1 (stereo not given)
 : 1.8%	-0.6%	9.8	2.1	.	13.6%	-2.4%	-1.3%	-6.0	8.0	13.6
> O=S(=O)(c1ccccc1)c1cccc(S(=O)(=O)N2CCCCC2)c1
 : -8.9%	-0.2%	8.2	-1.8	0.4%	11.4%	12.6%	4.8%	-8.7	-6.8	-1.2
> CC(=O)NN1CCc2cc3ccc(C)cc3nc21
 : 3.9%	0.3%	1.9	0.0	-3.6%	?	?	.	-2.0	-2.6	1.6
> CCn1c(SCC(=O)c2ccc(OC)cc2)nnc1C(C)NC(=O)c1ccc(OC)cc1 (stereo not given)
 : 2.0%	0.3%	17.3	-0.8	0.9%	3.1%	-13.1%	-3.0%	-0.7	-5.0	9.4
> CC[N+](C)(CC)CC(=O)OCC1C(C)C=C(C)CC1C (stereo not given)
 : -0.9%	-0.5%	1.5	-0.1	-1.0%	-5.2%	.	-3.5%	8.1	1.9	7.5
> COc1ccc(C2C(C(=O)Nc3ccccn3)=C(C)Nc3ncnn32)c(OC)c1 (stereo not given)
 : 1.0%	-1.6%	13.3	0.9	0.0%	2.8%	6.8%	2.4%	-2.4	59.9	6.5
> CCn1nnnc1Oc1ccc(Cl)cc1
 : -0.7%	-0.2%	-0.4	-0.6	4.0%	1.1%	-2.4%	6.3%	1.9	-3.4	-9.0
> CC(C)C(=O)N1CCN(c2c(Cl)cccc2[N+](=O)[O-])CC1
 : -4.2%	0.4%	-4.0	2.9	2.9%	-4.9%	-19.9%	1.0%	?	-3.5	2.1
> Cc1c(C(=O)OCC(=O)N(CC(C)C)c2c(N)n(Cc3ccccc3)c(=O)[nH]c2=O)oc2ccccc12
 : -1.0%	-0.1%	6.3	.	.	.	.	.	1.5	-5.0	19.1
> CC(c1ccco1)N(C(=O)c1cccc(S(=O)(=O)N(C)C)c1)c1ccccn1 (stereo not given)
 : -0.2%	-0.6%	-10.6	0.4	-0.1%	22.1%	-1.0%	1.3%	-0.4	-7.6	-4.9
> N#Cc1ccc(C(=O)N(Cc2ccccc2)c2ccccc2)cc1
 : -5.9%	-0.7%	3.8	1.4	7.1%	31.7%[activator]	?	-2.4%	1.1	6.6	-29.8
> CCOCCCNC(=O)N[C@H](C(=O)OC)C(C)CC (stereo not given in full)
 : 2.2%	3.5%	-3.4	1.5	-0.8%	-2.5%	.	5.8%	2.7	-2.1	-3.9
> CC(OC(=O)c1ccc(Cl)nc1)C(=O)NC1CCCC1 (stereo not given)
 : 0.1%	-0.1%	?	.	.	.	.	.	3.7	0.0	0.2
> O=C(CN1C(=O)NC2(CCc3ccccc3C2)C1=O)NCc1ccco1 (stereo not given)
 : 0.7%	-0.1%	6.0	-1.6	0.8%	8.2%	-15.9%	-4.2%	0.4	-4.3	4.6
> COC(=O)c1ccccc1NC(=O)c1cc[n+]([O-])cc1
 : -0.9%	-1.1%	2.6	-2.4	0.8%	2.8%	-0.2%	1.9%[0.46 µM]	-0.5	23.4	9.9
> COc1ccc(C(=O)NCC(=O)OCc2ccccc2F)cc1
 : 3.0%	-0.3%	4.5	-1.0	7.8%	-10.4%	1.1%	3.6%	21.2	-4.0	6.7
> CC(NC(=O)c1ccco1)C(=O)N1CCN(c2cccc(C(F)(F)F)c2)CC1 (stereo not given)
 : -6.0%	4.9%	9.7	.	.	.	.	.	26.0	1.3	-0.8
> CCCCc1nc2cc(C(=O)N3CCCC(COC)C3)ccc2o1 (stereo not given)
 : -0.1%	0.0%	-4.1	-2.3	-3.9%	6.3%	-12.0%	1.4%	-0.7	0.8	-0.6
> Cc1cc(S(=O)(=O)ON2C(=O)c3ccccc3C2=O)ccc1F
 : 1.8%	-0.2%	-9.2	-1.2	-0.1%	56.6%[activator]	23.5%	4.3%[0.46 µM]	-2.4	16.0	-28.4
> COc1ccc2c(c1)-c1c(ssc1=S)C(C)(C)N2S(=O)(=O)c1ccc(C)cc1
 : 3.4%	-0.6%	8.9	0.9	3.9%	28.3%	-0.6%	0.9%	2.4	18.9	-22.1
> COc1ccc([N+](=O)[O-])cc1NC(=O)C(C)OC(=O)c1ccccn1 (stereo not given)
 : -1.2%	0.0%	13.6	-2.5	-1.3%	3.1%	10.9%	-3.6%	-1.9	2.5	-12.5
> Fc1ccc(COc2ccccc2CNCc2ccncc2)cc1
 : 5.0%	-0.4%	-14.9	1.0	0.7%	-3.6%	-4.5%	-10.2%	2.1	7.2	-9.1
> O=C(COC(=O)C1=COCCO1)NCc1ccc(F)cc1
 : 0.2%	-0.4%	-8.6	.	-4.9%	11.8%	.	3.2%	0.4	-5.8	-6.6
> Cc1ccc(NC(=O)C(C)Sc2nnc(-c3cccnc3)o2)cc1 (stereo not given)
 : -0.2%	0.4%	-16.9	1.8	3.5%	-7.4%	-2.6%	-3.6%	0.8	2.7	19.5
> Oc1ccc(NCc2ccc(OCc3ccccc3)cc2)cc1
 : -1.1%	?	-13.8	-10.3	1.5%	-10.6%	?	.	22.1	3.3	-12.2
> Cc1ccc(NC(=O)CN2C(=O)S/C(=C\c3cc(C)n(-c4cccc(C(=O)O)c4)c3C)C2=O)cc1
 : 0.0%	0.6%	-2.3	7.1	4.9%	-5.5%	?	-2.5%	-5.5	-4.0	-8.3

# The list is partial, so the mix of outcomes need not match the whole.
